# Screening data as filed in PubChem BioAssay.
# M5 ag – human M5 muscarinic receptor agonists, primary screen, CHO-K1 cells, Fluo-8 calcium fluorescence | Muscarinic acetylcholine receptor M5 (Homo sapiens), P08912 | CHO-K1 hM5 cells; 0% DMSO wells, 100% maximal acetylcholine response | activation, % at 3 µM | hit rate 0.19% among 360,000;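 active means activation above the run's mean over test compounds plus 3 SD, cut at about 23% in these data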;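 further: signal is peak over basal fluorescence ratio across the kinetic read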
# CRFBP-R2 agonist – agonists of CRF-BP/CRF-R2 complex, primary screen, cell-based, HEK293, calcium dye fluorescence, uHTS. CRF-binding protein / CRF receptor 2 complex (human). calcium dye fluorescence (FLIPR); percent of saturating CRF peptide response. activation, % at 13.2 µM. hit rate 0.46% among 350,000. AID 588473, 2011;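 active means activation of at least 50%, plus an integration ratio under a set limit after plate pattern correction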;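 further: plate controls were neutral control wells without compound for no effect and CRF at EC100 for full effect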
# M4 ag – human M4 muscarinic receptor agonists, primary screen, CHO-K1 cells, Fluo-8 calcium fluorescence; CHO-K1 hM4/Gqi5; vehicle 0%, full acetylcholine response 100%; hit rate 0.14% among 360,000; AID 624127, 2012; activation, % at 3 µM; Muscarinic acetylcholine receptor M4 (Homo sapiens), P08173;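 active means activation above the run mean over all test wells plus 3 SD, cut at about 32% in these data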;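 further: peak over basal fluorescence ratio per well then scaled between controls; 0% = DMSO wells and 100% = acetylcholine at EC100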
# Target sequence (P08173 whole entry, looked up): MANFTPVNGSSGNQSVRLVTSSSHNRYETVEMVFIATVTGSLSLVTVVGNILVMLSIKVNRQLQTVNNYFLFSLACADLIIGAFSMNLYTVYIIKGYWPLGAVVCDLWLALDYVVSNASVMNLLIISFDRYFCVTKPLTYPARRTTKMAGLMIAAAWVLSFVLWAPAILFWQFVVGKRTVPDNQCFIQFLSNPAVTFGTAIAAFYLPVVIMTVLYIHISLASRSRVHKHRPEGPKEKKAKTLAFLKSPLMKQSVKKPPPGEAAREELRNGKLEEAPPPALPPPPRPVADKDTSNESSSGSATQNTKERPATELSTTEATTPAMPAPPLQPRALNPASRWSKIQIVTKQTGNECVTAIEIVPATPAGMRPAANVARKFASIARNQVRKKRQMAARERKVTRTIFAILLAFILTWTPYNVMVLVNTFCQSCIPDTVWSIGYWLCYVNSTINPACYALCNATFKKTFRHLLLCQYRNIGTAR
# M4 antag – human M4 muscarinic receptor antagonists, primary screen, CHO cells, Fluo-8 calcium fluorescence. hit rate 0.73% among 360,000. inhibition, % at 3 µM. Muscarinic acetylcholine receptor M4 (Homo sapiens), P08173. CHO-hM4 cells, ACh EC80;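 active means inhibition above its plate's cutoff, the mean inhibition of sample wells plus 3 SD, cut at about 27% in these data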;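 further: 0% = acetylcholine EC80 with DMSO and 100% = DMSO without agonist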
# M5 antag – human M5 muscarinic receptor antagonists, primary screen, CHO cells, Fluo-8 calcium fluorescence | Muscarinic acetylcholine receptor M5 (Homo sapiens), P08912 | CHO-hM5 cells, ACh EC80 | inhibition, % at 3 µM | hit rate 0.59% among 360,000;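 active means inhibition above a per-plate cutoff, the mean of that plate's test compounds plus 3 SD, cut at about 27% in these data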;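 further: 0% = acetylcholine EC80 with DMSO and 100% = DMSO without agonist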
# M1 antag – human M1 muscarinic receptor antagonists, primary screen, CHO-K1 cells, Fluo-8 calcium fluorescence, 1536-well; Muscarinic acetylcholine receptor M1 (Homo sapiens), P11229; CHO-K1 hM1, ACh EC80 antagonist; inhibition, % at 3 µM; hit rate 1.3% among 360,000;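 active means percent inhibition above its own plate's cutoff, namely the mean of that plate's compound wells plus 3 SD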;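 further: peak over basal fluorescence ratio during 140 s after agonist addition; 0% = ACh EC80 plus DMSO and 100% = DMSO alone without agonist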
# Target sequence (P11229 whole entry, looked up): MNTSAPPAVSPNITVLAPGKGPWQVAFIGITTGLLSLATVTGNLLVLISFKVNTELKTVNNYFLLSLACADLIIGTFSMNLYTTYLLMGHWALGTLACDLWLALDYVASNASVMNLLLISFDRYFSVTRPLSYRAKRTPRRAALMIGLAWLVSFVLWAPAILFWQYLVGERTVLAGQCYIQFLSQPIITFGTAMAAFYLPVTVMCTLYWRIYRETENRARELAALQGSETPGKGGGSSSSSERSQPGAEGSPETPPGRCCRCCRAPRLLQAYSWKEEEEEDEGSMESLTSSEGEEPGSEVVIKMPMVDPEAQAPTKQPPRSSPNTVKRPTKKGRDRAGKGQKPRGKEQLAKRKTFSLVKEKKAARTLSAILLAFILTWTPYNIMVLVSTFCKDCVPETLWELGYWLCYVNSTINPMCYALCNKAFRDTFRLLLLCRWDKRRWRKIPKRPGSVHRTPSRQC
# M4 PAM – human M4 muscarinic receptor positive allosteric modulators, primary screen, CHO-K1 cells, Fluo-8 calcium fluorescence; CHO-K1 hM4/Gqi5, ACh EC20; 0% = ACh EC20, 100% = maximal ACh; activation, % at 3 µM; hit rate 0.4% among 360,000; AID 624126, 2012;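 active means activation above its plate's cutoff, the mean activation of sample wells plus 3 SD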; further: some results filed as inactive read as strong as hits
# CHRM1 PAM – human M1 muscarinic receptor positive allosteric modulators, primary screen, CHO-K1 cells, Fluo-8 calcium fluorescence, 1536-well; Muscarinic acetylcholine receptor M1 (Homo sapiens), P11229; CHO-K1 hM1, ACh EC20; 0% = ACh EC20, 100% = maximal ACh; activation, % at 3 µM; hit rate 0.088% among 360,000; in the data active means activation above about 19%, passing the limit was not always enough
# CHRM5 PAM – human M5 muscarinic receptor positive allosteric modulators, primary screen, CHO-K1 cells, Fluo-8 calcium fluorescence | Muscarinic acetylcholine receptor M5 (Homo sapiens), P08912 | CHO-K1 hM5, ACh EC20 PAM; 0% = ACh EC20, 100% = ACh EC100 | activation, % at 3 µM | hit rate 0.3% among 360,000 | AID 624038, 2012;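 active means activation above the run cutoff, the mean activation of all test compounds plus 3 SD, cut at about 18% in these data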
#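 Assay system – human M5 receptor in CHO-K1 cells · Read-out – % activation, ACh-normalized · Technique – Fluo-8 calcium fluorescence · Dosing – single-point, 3 µM nominal · Incubation – Fluo-8 loading 80 min at 37 °C plus 30 min room temperature · Repeats – singlicate, one well per test compound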
# Active calls of the source: *; . = no result given. Rows were taken by chance. Share with any hit: about 2.8%.
SMILES,M5 ag,CRFBP-R2 agonist,M4 ag,M4 antag,M5 antag,M1 antag,M4 PAM,CHRM1 PAM,CHRM5 PAM
O=C(N1CCN(c2ccccn2)CC1)C(Cl)(Cl)Cl,-3,-0.2,1,-7,0,-10,8,11,4
NNC(=O)c1ccc(Cn2cc(Br)c(N)n2)cc1,4,1.5,11,3,12,14,-34,-7,-19
O=c1ccc(-c2ccc(S(=O)(=O)Nc3ccccc3Cl)o2)n[nH]1,0,-0.1,1,-2,3,-10,1,9,4
O=c1[nH]c2cccnc2n1Cc1ccccc1,-1,0.4,0,10,-1,-10,0,7,2
O=C(NCCCO)/C(=C\C=C\c1ccccc1)NC(=O)c1ccccc1Cl,4,-2.2,10,-4,5,4,-4,-5,-9
O=C1c2ccccc2C(=O)N1OS(=O)(=O)c1ccc(F)cc1,0,-0.3,1,-1,-14,-9,-1,9,8
CN1CCN(CCCNC(=O)CN2C(=O)COc3ccccc32)CC1,-3,1.2,0,0,12,8,-6,3,1
Cc1ccc(N(C(=O)CNC(=O)c2ccco2)C(C(=O)NC2CCCC2)c2ccncc2)c(C)c1 (stereo not drawn),-2,3.0,1,4,7,-4,7,12,-1
CN(CC(=O)NC1CCCC1)S(=O)(=O)c1cnc[nH]1,1,0.6,1,10,10,12,-8,1,3
COc1nc(C)nc2c1ccc1ccccc12,-7,2.4,0,-7,-2,-9,3,4,-10
Cn1c(=O)c([N+](=O)[O-])c(N2CCSCC2)c2ccccc21,2,-0.2,14,18,17,1,-26,2,-19
Cn1nc(C(=O)OCC(=O)Nc2ccc(Cl)cc2Cl)c2ccccc2c1=O,4,2.2,0,-16,-4,-6,16,16,2
Cc1ccc(C)c(OCC(=O)Nc2ccc(S(=O)(=O)N3CCN(C)CC3)cc2)c1,-6,0.6,3,1,-1,-10,-7,-11,0
Cc1cc2oc(=O)cc(-c3ccccc3)c2c(C)c1-c1ccc(OC(F)(F)F)cc1,1,2.9,-1,13,8,0,-6,-3,-6
CCC(C)OC(=O)n1ccc(C(=O)Nc2nccs2)n1 (stereo not drawn),3,-1.5,1,-4,-1,2,0,-2,3
Cn1cc(/C=C(\C#N)C(=O)Nc2cccc([N+](=O)[O-])c2)c2ccccc21,-1,1.6,2,-9,4,-1,10,6,2
Cc1ccc(-n2ncc3c(=O)n(-c4cccc(C)c4)c(=O)[nH]c32)cc1,-2,0.8,0,-10,3,-10,6,4,-2
Cc1cc(C)n(CCC(=O)N/N=C/c2ccccc2O)n1,2,-0.9,0,8,-3,1,4,5,-3
CN(CC(=O)Nc1ccccc1C(=O)NC1CC1)Cc1ccc(Cl)s1,-2,-0.6,7,-10,13,-5,11,2,-1
COc1ccc(CN(C(=O)c2ccc(-c3ccccc3)[nH]2)C(C(=O)NCC2CCCO2)c2ccc(C)o2)cc1 (stereo not drawn),0,-1.3,10,18,6,11,-12,4,-5
Cc1ccc(C2=NN(CCC(=O)NC3CCCC3)C(=O)CC2)cc1,-5,-1.4,0,-14,-3,-11,7,11,5
CC(C)[N+]1=C2C=CC=CC=C2SC12C([N+](=O)[O-])=CC(=[N+]([O-])[O-])C=C2[N+](=O)[O-] (stereo not drawn),3,-4.2,1,0,-5,-1,0,9,3
O=C(NCc1cccnc1)c1ccc(CS(=O)(=O)c2ccc(Cl)cc2)o1,5,0.3,3,9,4,-8,1,5,-6
CCOC(=O)C1=C(C)NC(=S)NC1c1cc(C)sc1C (stereo not drawn),-2,1.6,-1,4,-1,-15,5,10,-5
Cc1ccc(S(=O)(=O)N(C)C)cc1NC(=O)COC(=O)c1ccc2ccccc2n1,6,-0.3,15,-3,5,-2,-1,-4,-10
COc1ccc2cc3cc(C(=O)NCCN4CCc5ccccc5C4)sc3nc2c1,-2,-0.3,1,14,3,-3,-5,6,-2
COc1ccc(/C=C(\C#N)C(=O)Nc2cccc(C)n2)cc1,-1,-1.1,1,-8,-3,-9,11,8,6
COc1ccc(NC(=O)Nc2ccc3nccnc3c2)cc1,3,-1.4,8,3,1,-24,5,-5,-3
Cc1cccc(OCC(=O)Nc2cc(C)c(C)cc2O)c1,0,1.1,1,3,2,5,-2,1,-4
Fc1cc2[nH]c(=S)[nH]c2c(Br)c1N1CCSCC1,1,-1.9,0,-6,-3,-15,1,13,2
COc1ccccc1NC(=O)C(=O)NCCC1CCCCN1S(=O)(=O)c1cccs1 (stereo not drawn),1,3.4,0,-3,8,0,6,3,-4
Cc1nnc(SCC(=O)NCc2ccc3c(c2)OCO3)n1C,2,-1.5,1,6,11,-1,-2,2,-2
COC(=O)c1ccc(N2CCOCC2)c(NC(=O)c2ccc3c(c2)OCCO3)c1,-2,-0.5,0,1,-2,-5,-1,4,1
CCOC(=O)C1CCCN(C(=O)c2ccc(N(C)C)cc2)CC1 (stereo not drawn),-1,.,0,-3,10,1,5,13,-2
CC(=O)c1ccc(NC(=O)C2C3C=CC(C3=C(c3ccccc3)c3ccccc3)C2C(=O)O)cc1 (stereo not drawn),-4,0.1,2,-5,0,-3,14,-3,2
CC(C)(C)N(Cc1ccccc1)C(=O)COC(=O)c1cccc([N+](=O)[O-])c1,-10,-2.5,2,-10,0,-5,1,2,-4
Cn1cc(S(=O)(=O)N2CCCC2)cc1C(=O)NCc1ccc(Cl)cc1,4,-1.3,10,-10,5,-6,1,-2,-9
COc1ccc(-c2cc3nc[nH]c(=O)c3s2)cc1,-7,-0.1,6,-8,-4,-3,3,3,-8
COc1ccc(-c2cc(=O)oc3c(C)c(OCC(=O)Nc4cccnc4)ccc23)cc1,1,-0.9,5,-2,-6,9,3,-4,-1
Cc1cc(C)c(C(=O)CSc2nc3ccccc3c(=O)[nH]2)cc1C,4,1.4,0,15,12,-1,-11,3,-8
COCCCNC(=S)NNC(=O)c1cccnc1,3,-2.2,1,-15,5,-5,10,7,-4
COc1ccc(S(=O)(=O)Nc2cc([N+](=O)[O-])ccc2OC)cc1,1,-0.9,3,4,-4,-12,-7,8,-5
CCN1CCN(C(=O)c2ccc(OCC(=O)Nc3ccc(F)cc3)c(OC)c2)CC1,-3,-1.5,0,9,7,4,-10,-5,-10
Cn1c(=O)[nH]c(=O)c2c1nc(N1CCN(c3ccccc3)CC1)n2CCSc1ncccn1,5,-1.3,7,0,6,10,-8,-13,-9
Cc1ccc(C)c(S(=O)(=O)N2CCCC2CNC(=O)C(=O)NCc2ccco2)c1 (stereo not drawn),0,-2.1,3,-2,10,0,0,1,-5
Cc1ccc(C(=O)Nc2ccc(O)cc2C(=O)O)cc1,4,-3.0,-1,-1,5,1,10,1,-2
Cc1cccc(NC(=O)Cn2cnc3c(oc4ccccc43)c2=O)c1,0,-3.2,1,0,6,-8,9,3,2
CCOC(=O)C1CCN(CC(O)COc2ccc(C(=O)CC)cc2)CC1 (stereo not drawn),-7,1.0,0,-9,-1,-7,0,0,-2
COC(=O)/C(C(C)=O)=C(/C=C/C=C/N(C)C)N(C)C,1,0.8,1,1,-3,-4,8,1,0
COc1cc(-c2n[nH]c(=S)n2-c2ccc(Br)cc2)cc(OC)c1OC,15,4.2,3,5,5,-4,-1,7,0
Cc1ccc(-n2c(CNc3ccc(F)cc3)nnc2SCC(=O)N2CCCC2)cc1,0,-2.9,0,0,3,4,7,3,-1
Cc1cc(-n2c(C)cc(C(=O)CSc3nncn3C(C)C)c2C)no1,-1,0.9,0,0,-1,-29,1,8,-5
CCNC(=O)/C(C#N)=C/c1c(N2CCCCCC2)nc2ccccn2c1=O,-3,0.7,8,-12,4,-15,-1,5,-5
CCCn1c2ccccc2c2cnn(CC(=O)NC3CCCCC3C)c(=O)c21 (stereo not drawn),-2,-1.3,1,-5,-9,-12,5,10,2
O=C(COC(=O)[C@@H]1CCCN1S(=O)(=O)c1ccccc1F)Nc1ccc(OC(F)F)cc1,0,0.5,2,1,-4,1,0,5,2

# In the list so far, eleven contain an aryl methoxy group:
SMILES,M5 ag,CRFBP-R2 agonist,M4 ag,M4 antag,M5 antag,M1 antag,M4 PAM,CHRM1 PAM,CHRM5 PAM
COc1nc(C)nc2c1ccc1ccccc12,-7,2.4,0,-7,-2,-9,3,4,-10
COc1ccc(CN(C(=O)c2ccc(-c3ccccc3)[nH]2)C(C(=O)NCC2CCCO2)c2ccc(C)o2)cc1 (stereo not drawn),0,-1.3,10,18,6,11,-12,4,-5
COc1ccc2cc3cc(C(=O)NCCN4CCc5ccccc5C4)sc3nc2c1,-2,-0.3,1,14,3,-3,-5,6,-2
COc1ccc(/C=C(\C#N)C(=O)Nc2cccc(C)n2)cc1,-1,-1.1,1,-8,-3,-9,11,8,6
COc1ccc(NC(=O)Nc2ccc3nccnc3c2)cc1,3,-1.4,8,3,1,-24,5,-5,-3
COc1ccccc1NC(=O)C(=O)NCCC1CCCCN1S(=O)(=O)c1cccs1 (stereo not drawn),1,3.4,0,-3,8,0,6,3,-4
COc1ccc(-c2cc3nc[nH]c(=O)c3s2)cc1,-7,-0.1,6,-8,-4,-3,3,3,-8
COc1ccc(-c2cc(=O)oc3c(C)c(OCC(=O)Nc4cccnc4)ccc23)cc1,1,-0.9,5,-2,-6,9,3,-4,-1
COc1ccc(S(=O)(=O)Nc2cc([N+](=O)[O-])ccc2OC)cc1,1,-0.9,3,4,-4,-12,-7,8,-5
CCN1CCN(C(=O)c2ccc(OCC(=O)Nc3ccc(F)cc3)c(OC)c2)CC1,-3,-1.5,0,9,7,4,-10,-5,-10
COc1cc(-c2n[nH]c(=S)n2-c2ccc(Br)cc2)cc(OC)c1OC,15,4.2,3,5,5,-4,-1,7,0
